Screens deposited in PubChem by The Scripps Research Institute Molecular Screening Center.
PAFAH1B2 FP inh: PAFAH1B2 (human) inhibition | P68402 | recombinant PAFAH1B2, FP-rhodamine activity probe, fluorescence polarization | inhibition, % at 3.39 µM | 1.2% of 340,000 active | AID 492953;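 active = inhibition above the mean of all tested compounds plus 3 SD, cut at about 24% in these data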;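 also: 0% = enzyme with DMSO and 100% = wells lacking PAFAH1B2; many of its hits are not listed in these tables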
Target sequence (P68402 whole entry, looked up): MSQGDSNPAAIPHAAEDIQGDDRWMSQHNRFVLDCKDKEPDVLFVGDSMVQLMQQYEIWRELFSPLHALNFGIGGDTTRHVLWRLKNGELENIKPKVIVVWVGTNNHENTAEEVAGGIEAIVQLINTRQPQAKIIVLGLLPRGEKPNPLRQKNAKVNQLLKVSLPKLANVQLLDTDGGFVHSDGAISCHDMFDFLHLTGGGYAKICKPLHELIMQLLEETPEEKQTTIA
PAFAH2 FP inh: inhibitors of human PAFAH2; Q99487; recombinant PAFAH2, FP-rhodamine activity probe, fluorescence polarization; inhibition, % at 3.39 µM; 0.99% of 340,000 active; AID 492956;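 active = inhibition above the mean over all tested compounds plus 3 SD, cut at about 30% in these data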;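 also: inhibitors block probe labeling of enzyme so polarization drops; 0% = enzyme with DMSO and 100% = wells lacking PAFAH2 protein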
PAFAH1B3 inh: blocks human PAF acetylhydrolase 1B catalytic subunit 3 | 0.28% of 340,000 active | Q15102 | inhibition, % at 3.39 µM | recombinant PAFAH1B3, FP-rhodamine probe, fluorescence polarization | AID 492972;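 active = inhibition above the screen-wide average of all tested compounds plus 3 SD, cut at about 25% in these data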;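 also: 0% = enzyme with DMSO only and 100% = wells lacking PAFAH1B3 protein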
Target sequence (Q15102 whole entry, looked up): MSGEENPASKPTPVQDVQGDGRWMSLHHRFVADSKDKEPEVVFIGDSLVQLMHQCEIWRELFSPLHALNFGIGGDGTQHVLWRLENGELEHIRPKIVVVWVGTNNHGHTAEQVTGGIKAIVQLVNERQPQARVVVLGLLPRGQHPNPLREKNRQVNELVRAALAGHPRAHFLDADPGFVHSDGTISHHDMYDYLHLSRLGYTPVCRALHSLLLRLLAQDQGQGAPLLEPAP
* hit, by the source's call. Not all compounds are listed, so the mix of outcomes need not match the whole.

PAFAH1B2 FP inh	PAFAH2 FP inh	PAFAH1B3 inh	structure
-6	-6	7	CCCN(CCC)S(=O)(=O)c1ccc(C(=O)Nc2ccc(S(=O)(=O)Nc3nnc(CC)s3)cc2)cc1
20	-7	-1	O=C1NC(=S)SC1=Cc1ccc(Cl)cc1
5	4	3	Cc1cc(C)cc(NC(=O)Nc2cccnc2)c1
7	-3	1	O=C(Nc1ccn(CCCNCc2ccccn2)c(=O)n1)OCc1ccccc1
2	0	7	CCOc1ccc(NC(=O)CN(C)C(=O)c2n[nH]c(=O)c3ccccc23)cc1OCC
4	-8	6	CC(=O)NCCc1nc2cc(NC(=O)c3ccc(F)cc3)ccc2n1C
-5	7	3	COc1cc(/C=N/NC(=O)c2cccc3ccccc23)cc(OC)c1O
2	10	7	OC1C2CCC(C2)C1CN1CCOCC1 (stereo not drawn)
0	-1	12	CN(C)S(=O)(=O)c1ccc(SCC(=O)Nc2cccc(S(=O)(=O)N3CCCC3)c2)nc1
-3	-1	6	CCCOc1ccc(C(=O)Nc2cc(S(=O)(=O)N3CCOCC3)ccc2N2CCN(CC)CC2)cc1OC
4	2	7	O=[N+]([O-])c1ccccc1Nc1cccc(F)c1
14	15	-3	CS(=O)(=O)Oc1ccc2c(c1)O/C(=C\c1cccc([N+](=O)[O-])c1)C2=O
4	6	4	CN(C(=O)c1cccc(NC(=O)Cc2ccc(NC(=O)C3CCCN(C(=O)C4CCC4)C3)cc2)c1)C1CCC1 (stereo not drawn)
-5	6	-1	CCN(C(=O)CSc1nnc(COc2ccccc2F)n1N)c1c(N)n(Cc2ccccc2)c(=O)[nH]c1=O
8	4	10	Cc1ccc(Br)cc1S(=O)(=O)Nc1cccnc1
1	5	0	Cc1ccc(CN2CCN(CCCn3cnc4c(OCc5ccccc5)ncnc43)CC2)cc1
3	4	2	CCN(CC(=O)Nc1c(F)cccc1F)C(=O)c1nc2nc(C)cc(C)n2n1
5	-3	4	CCC1(C2=CCCCC2)C(=O)NC(=O)N=C1N (stereo not drawn)
7	-6	8	COc1cccc(Nc2ncccc2C(=O)NCc2ccccc2)c1
1	-5	1	CCOC(=O)/C(C#N)=C/c1c(N2CCN(C)CC2)nc2c(C)cccn2c1=O
5	6	4	O=C(CN1CCN(S(=O)(=O)c2cccs2)CC1)N1CCCCC1
2	1	9	CCn1c(CNC(=O)C2CCCCC2)cc2cc(C)ccc21
3	4	4	CCC(C)N(C(=O)CSc1nnc2ccccn12)C1CCS(=O)(=O)C1 (stereo not drawn)
2	-3	2	CC(=O)C1(C)CCC2C3C=C(C)C4=CC(=O)CCC4(C)C3CCC21C (stereo not drawn)
-1	11	1	CN(Cc1ccccc1Cl)C(=O)CCNC(=O)c1ccco1

Fetched by structure from above, seven records:
PAFAH1B2 FP inh	PAFAH2 FP inh	PAFAH1B3 inh	structure
2	10	7	OC1C2CCC(C2)C1CN1CCOCC1 (stereo not drawn)
5	6	4	O=C(CN1CCN(S(=O)(=O)c2cccs2)CC1)N1CCCCC1
7	-3	1	O=C(Nc1ccn(CCCNCc2ccccn2)c(=O)n1)OCc1ccccc1
2	1	9	CCn1c(CNC(=O)C2CCCCC2)cc2cc(C)ccc21
8	4	10	Cc1ccc(Br)cc1S(=O)(=O)Nc1cccnc1
7	-6	8	COc1cccc(Nc2ncccc2C(=O)NCc2ccccc2)c1
-6	-6	7	CCCN(CCC)S(=O)(=O)c1ccc(C(=O)Nc2ccc(S(=O)(=O)Nc3nnc(CC)s3)cc2)cc1

Later entries:
PAFAH1B2 FP inh	PAFAH2 FP inh	PAFAH1B3 inh	structure
-4	-5	-5	CCN(C(=O)CN1CCCc2cc(C)ccc21)c1c(N)n(Cc2ccccc2)c(=O)[nH]c1=O
1	-3	-2	Cc1ccccc1CNCc1ccc2c(c1)OCO2
-4	9	-1	Cc1ccc(-n2nc(C)c3c(C)c(CCC(=O)NCCCOC(C)C)c(C)nc32)cc1
0	-3	-8	Cc1[nH]c2ccccc2c1/C=N\NC(=O)c1ccco1
12	23	20	Oc1ccccc1C=NNC(=S)NN=Cc1ccccc1O
71*	10	2	CCOc1cc(/C=C(/C#N)c2ccc(Cl)cc2)cc(Cl)c1OCC(=O)O
2	2	18	CCN(CC(=O)Nc1ccc(NC(C)=O)cc1)C(=O)COc1ccccc1Cc1ccccc1
7	-1	3	CCCCNCC1CCCO1 (stereo not drawn)
3	1	5	COC(=O)C12OCC34C(CC5C(C)=C(O)C(=O)CC5(C)C3C(O)C1O)OC(=O)C(OC(=O)C=C(C)C)C24 (stereo not drawn)
5	-2	11	COCCCNC(=S)NNC(=O)c1cc(-c2cccnc2)nc2ccccc12
8	2	5	CC1CC(C)(C)Nc2ccc(N=O)cc21 (stereo not drawn)
0	-2	8	CNc1nnc(SCC(=O)c2c(N)n(C3CC3)c(=O)[nH]c2=O)s1
4	-6	1	CCCn1c(SCCN2CCOCC2)nc2c1c(=O)n(C)c(=O)n2C
-1	8	1	CC(NC(=O)c1ccccc1Cl)C(=O)Nc1ccc2c(c1)OCO2 (stereo not drawn)
-4	1	0	COc1ccc(C(=O)/C=C/C(=O)N(CC(=O)NC2CCCCC2)Cc2ccc(F)cc2)c(O)c1
6	8	6	CC1(C)CC(NC(=O)C2CCN(S(=O)(=O)c3ccc(Cl)c(C(F)(F)F)c3)CC2)CC(C)(C)N1
4	9	8	C[C@@H]1ON(C)[C@H]2C[C@H]3c4cc(N5CCOCC5)ccc4CCN3C(=O)[C@@H]12
1	-2	5	CCc1nc(Nc2cccc(O)c2)c2oc3ccccc3c2n1
6	0	8	COc1cccc(/C=C/C(=O)OCC(=O)Nc2nnc(-c3ccccc3)o2)c1OC
6	-1	1	O=c1nc(/C=C/c2ccc(O)c(O)c2)oc2ccccc12
12	-2	5	CC(NS(=O)(=O)c1ccc(Br)cc1)C(=O)NC1CCCCCC1 (stereo not drawn)
-2	5	1	Cc1ccc2occ(/C=N/NC(=O)c3ccncc3)c(=O)c2c1
7	7	8	CC(=NNC(=S)N1CC2CCC(CC2)C1)c1cnccn1
0	7	10	CCN(CC)c1ccc(S(=O)(=O)N2CCCCC2)cc1NC(=O)CSCc1c(C)noc1C
4	0	1	CSc1ncnc2c1ncn2CC(=O)C1CCC2C3CCC4=CC(=O)CCC4(C)C3CCC12C (stereo not drawn)
7	5	8	O=C(COc1ccccc1)c1ccccc1
10	-6	9	O=C(Nc1ccc(Cl)c(Cl)c1)c1ccccc1NC(=O)C1CC=CCC1C(=O)O (stereo not drawn)
4	10	3	Cc1noc(NS(=O)(=O)c2ccc(NC(=O)c3cc(S(=O)(=O)Nc4ccc(F)cc4)ccc3Cl)cc2)c1C
-1	-2	3	CCOC(=O)c1c(C)[nH]c(C(=O)COC(=O)c2c(CC)noc2C)c1C
31*	-4	6	O=C(NCC(c1ccco1)N1CCCCC1)c1ccc(COc2ccc(Cl)cc2)cc1 (stereo not drawn)
7	-5	8	CS(=O)(=O)c1cccc(C(=O)Nc2ccc(S(=O)(=O)N3CCCCC3)cc2)c1
8	2	6	CCCCn1c(N)c(N(CC(C)C)C(=O)CSc2nn(-c3ccc(F)cc3)c(=S)s2)c(=O)[nH]c1=O
11	2	9	O=C(CCNS(=O)(=O)c1ccccc1)NCCCc1ccccc1
3	1	6	CN(Cc1ccccc1)C(=O)[C@H]1CCC(=O)N1Cc1ccco1
6	2	10	O=[N+]([O-])c1ccc2c(c1)-c1ccccc1C2=NO
-2	1	1	CC1CCN(CCCNC(=O)c2ccc(CS(=O)(=O)Cc3ccccc3F)o2)CC1
-2	-10	2	CCN(CC)CCNC(=O)c1ccc(NC(=O)c2cccc(S(=O)(=O)N3CCc4ccccc43)c2)cc1
7	15	6	COc1cc2c(C(=O)O)c(C)n(CC(C)C)c2c2ccccc12
7	4	3	Cc1ccc(NCCCn2ccc(NC(=O)OCc3ccccc3)nc2=O)cc1C
0	-2	5	COc1ccc(OC)c(NCc2nnc(-c3ccccc3)o2)c1
5	4	6	O=C(NC(Cc1c[nH]c2ccccc12)C(=O)O)/C(=C/c1ccc2c(c1)OCO2)NC(=O)c1ccccc1 (stereo not drawn)
6	2	5	COc1ccc(Cl)cc1NC(=O)c1cc(C)no1
6	-4	0	CC(C)C[C@@H](CNCC(=O)[C@H](Cc1ccccc1)NC(=O)c1[nH]cnc1C(=O)N[C@H](CN)CC(C)C)NC(=O)c1nc[nH]c1C(=O)N[C@@H](CC(=O)O)C(=O)O
2	-1	7	COc1cc(/C=C/CNC[C@H]2O[C@@H](n3ccc(=O)[nH]c3=O)[C@H](O)[C@@H]2O)ccc1O
11	2	10	Cc1ccc(OCC(=O)NCCCNC(=O)COc2ccc(C)cc2)cc1
0	2	6	CN(C(=O)c1cccc(OC2CCN(S(=O)(=O)N(C)C)CC2)c1)C1CCOC1 (stereo not drawn)
-10	-14	-11	N#C/C(=C/c1ccc(OC(=O)c2ccc(Br)s2)cc1)c1nc2ccccc2[nH]1
1	1	3	O=C1CCc2cccc(O)c2N1
4	-8	0	COc1ccc(CNC(=O)c2cc(S(=O)(=O)N3CCCCC3)ccc2N2CCOCC2)cc1OC
1	-2	5	COc1cc(CNC(C)C23CC4CC(CC(C4)C2)C3)cc(OC)c1OC (stereo not drawn)

Carrying on.
PAFAH1B2 FP inh	PAFAH2 FP inh	PAFAH1B3 inh	structure
2	0	3	C/C(CC(=O)Nc1ccc(Br)cc1)=N\NC(=O)Cc1csc(N)n1
7	0	4	O=C(O)C1=C(C(=O)O)C2C=CC1C2
-1	5	8	Cc1cccc2sc(NC(=O)C3CC3)nc12
3	2	-2	c1ccc(CNc2ncnc3[nH]ncc23)cc1
7	-2	-2	Cc1ccc(NC(=O)CN(C)C(=O)Cc2ccc3c(c2)CCC3)cc1
-5	0	3	OCC1OC(n2ccc3c(NO)ncnc32)C(O)C1O (stereo not drawn)
4	9	6	Cc1nn(-c2ccc(F)cc2)c(Cl)c1/C=C(/CC(=O)O)c1nc2ccccc2s1
4	-1	11	Cc1nc2ccccc2nc(=O)c1NNc1ccccc1
-2	0	2	O=c1[nH]cnc2c1ncn2-c1ccc(N(CCO)CCO)cc1
7	-3	-1	Cc1cc(C(C)(C)C)ccc1OC(=O)C1=CC=CN2CCS(=O)(=O)N=C12
5	-4	6	CC(C)c1ccc(NC2CCCN(C(=O)CCc3cn[nH]c3)C2)cc1 (stereo not drawn)
-7	3	-3	O=C(C[n+]1cccc(C(=O)N/N=C/c2cccc([N+](=O)[O-])c2)c1)c1ccccc1
7	30*	8	Cc1ccc(S(=O)(=O)N2CCOCC2)cc1C(=O)Nc1cc(S(=O)(=O)N2CCCCC2)ccc1O
0	3	3	Cc1nc(Cc2ccccc2)sc1CC#N
10	-5	-5	O=[N+]([O-])c1ccc(S(=O)(=O)NN=CCCc2ccccc2)cc1
-9	4	7	Cc1cc(F)ccc1NC(=S)NC1CCCC1
2	2	4	Oc1ccc(C=NN=Cc2ccco2)c(O)c1
-3	6	3	COC(=O)c1c(C)cccc1C1CN=NC12Cc1ccccc1C2=O (stereo not drawn)
3	0	5	CCCN(C(=O)COC(=O)CSc1ccc(C(N)=O)cc1[N+](=O)[O-])C1CCS(=O)(=O)C1 (stereo not drawn)
3	0	7	NC(=O)CC(NC(=O)Cc1ccc(Br)cc1)c1ccc(NC2CCCCCCC2)c([N+](=O)[O-])c1 (stereo not drawn)
1	4	6	CN(C)CCN(Cc1ccco1)c1ccccn1
3	-1	7	O=C1c2ccccc2C(=O)N1CCCN1C(=O)c2ccccc2C1=O
14	11	57*	COc1cc(NCCCCCCN)c2ncccc2c1OC
-9	-24	-10	c1ccc(CNc2nc(-c3cccs3)nc3ccccc23)cc1
7	3	2	CCc1ccc(-c2nc(CSCC(=O)NCc3ccco3)c(C)o2)cc1
8	1	12	CCC[C@H]1CC(=O)C=C(c2ccsc2)ON1C(=O)OC(C)(C)C
-2	3	9	CCS(=O)(=O)N1CCC(NC(=O)C(Cc2cccc(OC)c2OC)NC(C)=O)CC1 (stereo not drawn)
3	4	13	Cc1cc(NC(=O)c2ccccc2)c(Cl)cc1N
2	6	3	COC(=O)CN(c1nc(C)cc(OC)n1)S(=O)(=O)c1ccccc1
4	-2	-1	O=[N+]([O-])c1ccc(-c2nc(NCc3cccnc3)c3ccccc3n2)cc1
5	-8	7	COc1nnc(-c2ccc(N3CCCCC3)c(NC(=O)COc3ccccc3)c2)c2ccccc12
4	-5	5	CCN(c1ccccc1)S(=O)(=O)c1cccc(C(=O)NCC(c2ccc(F)cc2)N2CCOCC2)c1 (stereo not drawn)
0	-17	-3	Nc1cc2c(cc1N)-c1ccccc1C2
32*	7	10	O=C1C(=O)C(c2ccccc2)C(=O)C1c1ccccc1 (stereo not drawn)
3	23	17	Cc1[nH]n(-c2ccccc2)c(=O)c1N=Nc1ccccc1O
-2	2	4	COc1cc(O)c(C=Nc2ccccc2NS(=O)(=O)c2ccc(C)cc2)c(OC)c1
7	-12	8	CC(C(=O)O)n1c2ccccc2c2cnn(C)c(=O)c21 (stereo not drawn)
2	5	13	CCN1C[C@@H]2[C@@H]3C(=O)N(Cc4ccccc4)C(=O)[C@@H]3[C@](Cc3ccccc3)(C(=O)OC)N2C1=NCc1ccccc1

Reformatted: results already given
Each structure is followed by: PAFAH1B2 FP inh, PAFAH2 FP inh, PAFAH1B3 inh
O=C(O)C1=C(C(=O)O)C2C=CC1C2
  7, 0, 4
Cc1cccc2sc(NC(=O)C3CC3)nc12
  -1, 5, 8
